LMP1 NFkB inh – EBV LMP1-driven NF-kappaB luciferase reporter inhibitors, primary screen, cell-based, luminescence, single point | LMP1-induced NF-kappaB luciferase reporter cells | inhibition, % at 12.5 µM | 350,000 compounds, 0.69% hits; in the data active = inhibition above about 41%;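 also: 0% = neutral control wells and 100% = reference inhibitor control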
KKLEB cytotox – cytotoxicity in KKLEB CF airway cells, primary screen, cytotoxicity control for CF NF-kB inhibitor project, cell-based, uHTS, fluorescence assay plates; KKLEB CF airway cells viability, ATPlite luminescence, overnight; stronger effect = lower value; cells stimulated with P. aeruginosa culture filtrate; activity change (cytotoxicity), % at 5 µM; 360,000 compounds, 0.36% hits; AID 602141, 2011;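 active = corrected activity change at or below -50% at 5 µM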
NR2E3 ag-1 – inhibitors of NR2E3-RetCOR corepressor binding, primary screen, NR2E3 agonist project, biochemical, TR-FRET, GST-NR2E3, biotin-RetCOR; 1536-well; inhibition of corepressor binding, % at 4.78 µM; AID 2300, 2010; 320,000 compounds, 0.12% hits; Photoreceptor-specific nuclear receptor (Homo sapiens), Q9Y5X4;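 active = percent inhibition above the cutoff of mean plus 3 SD of all tested compounds, set per screening campaign, cut at about 20% in these data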;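 also: 0% = DMSO wells and 100% = biotin wells as full block of FRET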
Target sequence (Q9Y5X4 whole entry, looked up): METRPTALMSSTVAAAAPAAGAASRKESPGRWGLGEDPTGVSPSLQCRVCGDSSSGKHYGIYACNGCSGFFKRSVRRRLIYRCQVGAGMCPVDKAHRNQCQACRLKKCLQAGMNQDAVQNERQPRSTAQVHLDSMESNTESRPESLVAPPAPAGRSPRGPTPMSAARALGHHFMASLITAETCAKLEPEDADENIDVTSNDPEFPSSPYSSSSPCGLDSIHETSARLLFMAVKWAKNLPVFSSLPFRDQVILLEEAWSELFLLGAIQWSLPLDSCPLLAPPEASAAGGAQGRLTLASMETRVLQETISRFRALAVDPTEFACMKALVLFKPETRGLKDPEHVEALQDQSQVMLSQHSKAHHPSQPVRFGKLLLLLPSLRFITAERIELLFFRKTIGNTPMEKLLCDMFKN
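Material: NR2E3–RetCOR corepressor complex / Incubation: Compound–protein incubation for 5 h at 4 °C / Dosing: compound at 4.8 µM, single dose / Detection: time-resolved FRET / Benchmarks: high control biotin, low control 0.6% DMSO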
NR2E3 ag-2 – NR2E3 agonists in two-hybrid cells, primary screen, cell-based, luminescence, CHO-S, Gal4-NCOR/VP16-NR2E3; inhibition of corepressor binding, % at 3.98 µM; Photoreceptor-specific nuclear receptor (Homo sapiens), Q9Y5X4; AID 602229, 2012; 360,000 compounds, 0.35% hits; luciferase;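 active = inhibition above the mean of all tested compounds plus 3 SD, cut at about 70% in these data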;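 also: 0% = DMSO with NR2E3 transfected cells and 100% = cells lacking NR2E3 construct; higher means lower luciferase signal from less NR2E3 corepressor binding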
Shn3 inh set2 – reduction of Shn3 3'UTR firefly luciferase signal, primary screen, Schnurri-3 inhibitor project, cell-based, Clone20 osteoblasts, set 2; 360,000 compounds, 0.52% hits; Clone20 osteoblast Shn3 3'UTR firefly luciferase, 24 h; AID 588674, 2011; inhibition, % at 12.5 µM;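 active = mean inhibition of at least 75% with every replicate also reaching 75%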;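 also: 0% = median of neutral control wells and 100% = pilot-screen positive control compound; some compounds past the cut are filed as inactive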
CF NFkB block – inhibitors of PAF-induced NF-kB signaling, primary screen, cell-based, GFP fluorescence, uHTS. 360,000 compounds, 0.86% hits. AID 588850, 2011. KKLEB NF-kB-GFP reporter, GFP fluorescence overnight. inhibition, % at 5 µM;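 active = at least 50% inhibition at 5 µM, scaled per plate between neutral and stimulator controls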;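 also: PAF is a Pseudomonas aeruginosa culture filtrate used as stimulus; plate controls were PAF-stimulated DMSO wells for no effect and unstimulated DMSO wells for full effect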
HIF-2a block – HIF-2a reporter inhibitors, primary screen, luminescence, 786-0 RCC cells; 786-0 RCC cells HIF-2a reporter, luciferase luminescence, overnight; inhibition, % at 18.8 µM; 360,000 compounds, 0.72% hits;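 active = inhibition of the luminescence signal of 40% or more relative to plate controls, in a single-dose primary screen at 18.75 µM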
Peg3 prom inh – Peg3 promoter-driven luciferase inhibitors, primary screen, cell-based, HeLa, luciferase luminescence | HeLa PEG-Prom luciferase reporter, overnight | inhibition, % at 20 µM | 360,000 compounds, 1.7% hits;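 active = inhibition of at least 50% at 20 µM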
TRPM1 prom inh – inhibitors of MITF-dependent TRPM1 promoter reporter, primary screen, cell-based, SK-MEL-5, single point, luciferase | SK-MEL-5 TRPM1 promoter luciferase, 24 h | inhibition, % at 12.5 µM | 330,000 compounds, 0.83% hits;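 active = mean inhibition across replicates of 60% or more, whatever share of single replicates reaches that level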; also: values of inactives mirror those of a sister screen read the other way
TRAIL sens C8 – viability loss with TRAIL in NB7+C8 cells, primary screen, TRAIL sensitizer project, cell-based, ATPlite luminescence; inhibition (viability loss, TRAIL sensitization), % at 10 µM; 360,000 compounds, 1% hits; AID 624354, 2012;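 active = compounds causing at least 50% loss of cell viability in the single-dose screen, relative to plate controls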
hiPSC survival – enhancers of single-cell hiPSC survival, primary screen, ATPlite luminescence; 100% = ROCK inhibitor wells, 0% = DMSO; survival enhancement, % at 20 µM; 360,000 compounds, 0.044% hits; in the data active = survival enhancement above about 18%;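 also: cells exposed to compounds for 16 hours before the ATP read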
An asterisk follows results filed as active; . = no result given. Some of the compounds tested, so the mix of outcomes need not match the whole.

SMILES	LMP1 NFkB inh	KKLEB cytotox	NR2E3 ag-1	NR2E3 ag-2	Shn3 inh set2	CF NFkB block	HIF-2a block	Peg3 prom inh	TRPM1 prom inh	TRAIL sens C8	hiPSC survival
COC(=NC1CCCC1)C(O)c1c[nH]c2ccccc12 (stereo unspecified)	-7	2	-1	-1	-18	-7	19	-8	7	2	-0.8
O=P(C(Cl)Cl)(N1CCOCC1)N1CCOCC1	-6	-8	-1	9	7	-5	11	6	0	-14	-0.2
CSCCC(N=Cc1c(O)n(-c2ccc(Br)cc2)c(=O)[nH]c1=O)C(=O)OC(C)(C)C (stereo unspecified)	-1	2	-1	-9	-18	-9	7	5	-3	-4	-0.7
CCOC(=O)C(NC(=O)C(Cc1ccc(N(CCCl)CCCl)cc1)NC(C)=O)C(C)C (stereo unspecified)	-2	-9	-1	-37	-6	-14	13	3	11	1	-0.7
COc1ccc(CN2C(=O)NC(=O)/C(=C\c3cc(OC)c(OC)c(OC)c3)C2=O)cc1	0	2	-1	-21	-2	-3	6	4	3	2	-0.9
COC(=O)C1=C(c2cccc(OCc3ccccc3)c2)C[C@@H]2CC[C@H]1N2C(=O)NCc1ccccc1	7	-27	3	12	14	-30	16	15	.	-1	5.8
CC(=NCCC(c1ccccc1)c1ccccc1)c1c(O)n(C)c(=O)n(C)c1=O	18	2	-3	-7	1	4	13	27	6	3	-1.2
COC(=O)C1=C(c2cccc(OCc3ccccc3)c2)C[C@@H]2CC[C@H]1N2C(=O)NCCOc1ccc(OC)cc1	-4	-16	1	-2	17	-7	9	12	9	-7	1.4
CCOC(=O)C1(CCc2ccccc2)CCN(C2CCSCC2)CC1	-2	4	5	-18	-10	1	15	19	22	7	-0.3
O[C@@H]1CCCC[C@H]1N1CCC(c2ccccc2)CC1	1	-16	3	5	-13	2	11	8	3	0	-0.7
CC1(C)CC(=O)CC(C)(C)N1O	11	-2	.	-34	-20	2	7	-36	.	-10	-1.9
CCOc1cc(C2NCc3ccccc3-n3cccc32)ccc1OC (stereo unspecified)	-2	-9	-1	-18	11	25	17	6	-1	-6	-0.6
C=CCN1C(=O)/C(=C/c2cc(C)n(-c3cccnc3)c2C)C(=O)NC1=S	-2	-1	3	-9	-18	9	14	21	57	0	-0.7
O=C(CCNS(=O)(=O)c1ccccc1)Nc1ccc(Cl)cc1C(=O)c1ccccc1	17	11	-1	-10	31	3	19	18	7	0	-1.3
CCN1CCC2(CCNC2)C1 (stereo unspecified)	1	0	-1	19	6	-10	13	0	-4	5	-2.6
CN(C)C1(CNC(=O)Nc2ccc(Cl)c(Cl)c2)CCCCC1	-9	-8	0	17	-1	-5	14	42	2	2	-0.4
O=c1[nH]c(=S)n(C2CC2)c(O)c1/C=N/Nc1cccc2ccccc12	-8	-4	2	-28	-7	-8	-46	16	8	-9	5.2
CCOP(=O)(OCC)C(O)c1cccc([N+](=O)[O-])c1 (stereo unspecified)	-1	2	2	9	1	-6	5	-16	1	5	1.5
CC(C)C[C@H]1C(=O)N2CCCC2[C@]2(O)O[C@](NC(=O)[C@@H]3C=C4c5cccc6[nH]cc(c56)CC4N(C)C3)(C(C)C)C(=O)N12 (stereo partly specified)	6	-6	-2	-42	-1	-2	1	1	-14	-10	-0.6
O=C(Cn1nc(-c2ccccc2)ccc1=O)N1CCC2(CC1)OCCO2	-5	-7	4	-18	1	-2	6	13	-8	1	-0.7
CCOc1ccc(CNCCc2ccc3c(c2)OCO3)cc1	0	4	6	-7	9	-10	15	4	-3	4	-0.6
O=C(C1CC(c2ccccc2O)=NO1)N1CCC2(CC1)OCCO2 (stereo unspecified)	3	-4	2	-81	-80	19	-97	-193	-33	-18	-1.0
Cc1cc(OC(=O)c2ccco2)c2c3c(c(=O)oc2c1)CCCC3	6	2	3	93*	28	-6	-30	-22	-2	1	-0.4
CC(=NCCCN1CCOCC1)c1c(O)n(-c2ccccc2C)c(=O)[nH]c1=O	1	-4	2	-6	-11	-7	19	1	10	3	3.7
O=C1/C(=C\c2cc3c(cc2Br)OCO3)N2CCC1CC2	1	-8	-2	2	0	12	-8	28	8	-20	-0.5

Record cards (already shown). Screens in order: LMP1 NFkB inh	KKLEB cytotox	NR2E3 ag-1	NR2E3 ag-2	Shn3 inh set2	CF NFkB block	HIF-2a block	Peg3 prom inh	TRPM1 prom inh	TRAIL sens C8	hiPSC survival
Listed for CC(=NCCC(c1ccccc1)c1ccccc1)c1c(O)n(C)c(=O)n(C)c1=O → 18	2	-3	-7	1	4	13	27	6	3	-1.2
Listed for C=CCN1C(=O)/C(=C/c2cc(C)n(-c3cccnc3)c2C)C(=O)NC1=S → -2	-1	3	-9	-18	9	14	21	57	0	-0.7
Listed for CCOc1ccc(CNCCc2ccc3c(c2)OCO3)cc1 → 0	4	6	-7	9	-10	15	4	-3	4	-0.6
Listed for O=c1[nH]c(=S)n(C2CC2)c(O)c1/C=N/Nc1cccc2ccccc12 → -8	-4	2	-28	-7	-8	-46	16	8	-9	5.2

Additional structures follow:
SMILES	LMP1 NFkB inh	KKLEB cytotox	NR2E3 ag-1	NR2E3 ag-2	Shn3 inh set2	CF NFkB block	HIF-2a block	Peg3 prom inh	TRPM1 prom inh	TRAIL sens C8	hiPSC survival
Cc1cccc(N2C(=O)/C(=C/N3CCN(C(=O)c4ccco4)CC3)C(=O)NC2=S)c1	2	7	3	-27	-14	4	11	-1	-2	13	0.7
CCOC(=O)[C@@H]1[C@H]2COc3ccc(Br)cc3[C@@H]2N2C(=O)N(c3cccc(C)c3)C(=O)[C@]12C	-4	9	2	9	11	2	11	5	5	-10	-3.7
CC(=O)N1CCN(CCN=Cc2c(O)n(-c3ccc(C)cc3)c(=S)[nH]c2=O)CC1	-1	4	2	17	-2	6	24	-3	2	6	-0.5
C=CCn1c(=O)c(C=Nc2cccnc2Cl)c(O)n(CCCC)c1=O	-5	-7	0	17	0	11	22	4	5	-5	4.3
O=C(Cn1ncn2c(cc3cc(F)ccc32)c1=O)N1CCC2(CC1)OCCO2	2	-4	1	-24	-1	4	-1	0	11	-7	0.1
Cc1ccc(OCCOc2cccc(C=C3C(=O)NC(=O)NC3=O)c2)cc1	13	1	-4	-145	9	0	20	16	31	14	0.0
CC(=NCCCn1ccnc1)c1c(O)n(C2CCCCC2)c(=O)[nH]c1=O	-3	0	-1	12	-42	7	12	7	0	-10	-0.7
O=C(c1ccc2c(c1)OCO2)C1CCCN(Cc2ccccn2)C1 (stereo unspecified)	-5	-6	4	5	15	-5	5	14	5	-9	-0.5
COC(=O)C1=C(c2ccc(F)cc2OCc2ccccc2)C[C@@H]2CC[C@H]1N2C(=O)NC1Cc2ccccc2C1	1	-8	0	3	87*	6	12	21	17	-3	1.0
O=C(O)COc1ccccc1	-11	4	4	-4	5	5	17	0	0	-6	-1.0
O=S(=O)(c1cc(Cl)cc(Cl)c1)N1Cc2cc(-c3ccccc3)ccc2-n2nncc2C1	.	-14	.	10	-8	8	3	-8	.	-3	0.3
C=CC[N+]1(C)CC[C@]23c4c5ccc(O)c4O[C@H]2C(=O)CC[C@@]3(O)[C@H]1C5 (stereo partly specified)	1	-2	-1	-11	18	-1	0	1	-17	6	-2.0
O=C1NC(=O)C(=Cc2ccc(N3CCOCC3)cc2)C(=O)N1	-22	-1	0	0	-4	-15	16	-2	-3	-8	0.2
CC(C)CN1Cc2cc(-c3cccc(F)c3)ccc2-n2nncc2C1	.	-4	.	-20	13	-44	-13	10	.	0	-0.1
COc1ccc(CC(=O)N2CCN(C)CC2)cc1	3	-23	0	-5	-16	14	-10	6	3	2	0.7
COc1ccc(CCNCc2ccccn2)cc1OC	3	6	0	17	-1	0	1	5	6	-32	-3.0
Cc1cccn2c(=O)c3c(nc12)N1CCc2ccccc2C1C1(C3)C(=O)NC(=O)N(C)C1=O (stereo unspecified)	1	9	5	2	-3	11	0	23	22	-2	1.1
COc1ccc(OC)c(NC2=NCCS2)c1	-2	0	3	-9	1	7	14	16	16	0	0.3
Cc1c(N=Nc2c(O)n(-c3ccc(Br)cc3)c(=O)[nH]c2=O)c(=O)n(-c2ccccc2)n1C	-24	-10	-4	2	.	11	21	1	-19	11	-0.7
COC(=O)C1=C(c2ccc(-c3ccccc3)c(F)c2)C[C@@H]2CC[C@H]1N2C(=O)N1CCCC1	27	-1	2	71*	83	15	23	17	17	28	-1.1
COc1ccccc1-n1c(CNCC2CCCO2)nc2ccccc2c1=O (stereo unspecified)	1	1	5	12	-3	-9	8	10	-8	23	-0.6
COc1ccc(-n2c(O)c(C(C)=NCCCn3ccnc3)c(=O)[nH]c2=O)cc1	14	15	1	-8	-3	24	18	-3	-19	-9	3.8

Just hiPSC survival and Shn3 inh set2 (3 entries from above):
structure | hiPSC survival | Shn3 inh set2
COC(=O)C1=C(c2ccc(-c3ccccc3)c(F)c2)C[C@@H]2CC[C@H]1N2C(=O)N1CCCC1 | -1.1 | 83
CC(C)CN1Cc2cc(-c3cccc(F)c3)ccc2-n2nncc2C1 | -0.1 | 13
Cc1cccc(N2C(=O)/C(=C/N3CCN(C(=O)c4ccco4)CC3)C(=O)NC2=S)c1 | 0.7 | -14
